# BH1578 lux ind – quorum light induction in luxS cqsA deficient V. cholerae. V. cholerae BH1578 lux reporter, luminescence, 6 h. AID 588436. 0.16% of 350,000 active. activation, % at 18.7 µM; in the data active = activation mostly above about 9.7%, no sharp cut-off; note: not every result past the cut was called active; inactives centre near 0; reference of the scale not given here
# Rv3671c inh – Rv3671c (M. tuberculosis) protease inhibition; P9WHR9; inhibition, % at 5.96 µM; 0.048% of 320,000 active; AID 2606; in the data active = inhibition above about 38%;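 note: extracellular domain of Rv3671c used as enzyme; 0% = enzyme with DMSO and 100% = no enzyme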
# Target sequence (P9WHR9 whole entry, looked up, the tested form may be a part): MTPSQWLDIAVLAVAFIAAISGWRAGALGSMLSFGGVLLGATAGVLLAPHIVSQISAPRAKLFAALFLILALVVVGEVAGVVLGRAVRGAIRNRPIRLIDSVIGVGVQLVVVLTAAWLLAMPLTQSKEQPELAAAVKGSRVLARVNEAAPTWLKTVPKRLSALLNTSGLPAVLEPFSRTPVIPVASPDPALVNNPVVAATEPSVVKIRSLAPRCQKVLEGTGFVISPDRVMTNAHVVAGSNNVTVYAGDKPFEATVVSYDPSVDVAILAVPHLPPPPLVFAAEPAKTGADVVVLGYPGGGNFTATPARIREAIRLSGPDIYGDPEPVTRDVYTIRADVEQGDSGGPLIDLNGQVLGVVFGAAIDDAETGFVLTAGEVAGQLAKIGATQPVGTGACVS
# TcdB GH inh – blocks C. difficile toxin B glycohydrolase activity; 0.24% of 350,000 active; TcdB glycohydrolase enzymatic assay, plate reader; inhibition, % at 9.99 µM; in the data active = inhibition above about 10%
# 3CLpro inhibitor – SARS-CoV 3CLpro protease inhibition; 0.14% of 290,000 active; P0C6X7; inhibition, % at 6 µM; recombinant SARS-CoV 3CLpro, quenched FRET peptide cleavage; in the data active = inhibition above about 12%
# PriA SSB inh – blocks PriA binding to SSB C-terminal tail | AlphaScreen SSBct-PriA binding, biotinylated peptide | inhibition, % at 33 µM | 0.6% of 430,000 active | AID 1272365; in the data active = inhibition mostly above about 37%, no sharp cut-off; inactive = mostly below about 20%;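 note: plate controls were negative control peptide for no effect and reference peptide for full effect; strong numbers were not always called active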
# VHR inh abs – blocks human VHR1 dual specificity phosphatase; P51452; recombinant VHR phosphatase, pNPP absorbance; inhibition, % at 13.3 µM; 0.52% of 290,000 active; in the data active = inhibition above about 50%; note: some compounds called inactive have numbers as strong as hits
# Target sequence (P51452 whole entry, looked up): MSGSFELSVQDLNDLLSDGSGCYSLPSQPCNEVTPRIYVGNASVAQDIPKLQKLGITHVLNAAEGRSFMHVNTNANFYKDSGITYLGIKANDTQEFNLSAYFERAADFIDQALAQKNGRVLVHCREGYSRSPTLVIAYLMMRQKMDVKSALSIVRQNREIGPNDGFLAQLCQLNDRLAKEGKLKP
# MazF activator – MazEF (E. coli) toxin RNase activation; P0AE70; FAM/BHQ RNA-DNA oligo cleavage fluorescence, 5 h; 0.32% of 350,000 active; activation, % at 20 µM; AID 504720; in the data active = activation above about 50%
# Target sequence (P0AE70 whole entry, looked up): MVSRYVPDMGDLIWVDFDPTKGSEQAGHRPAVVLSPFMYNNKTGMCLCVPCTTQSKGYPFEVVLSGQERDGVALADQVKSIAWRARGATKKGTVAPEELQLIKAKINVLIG
# Yp Topo-I inh – Y. pestis Topo-I inhibition via cleavage products; Y. pestis Topo-I cleavage product accumulation, plate reader; activity, % at 10 µM; 0.064% of 360,000 active; in the data active = activity above about 50%, passing the limit was not always enough; note: inactives centre near 2
# CCHFV vOTU inh – blocks the CCHF virus ovarian tumor domain protease. CCHFV vOTU protease, Pep-AMC fluorescence. AID 651958. 0.55% of 370,000 active. inhibition, % at 11.5 µM; in the data active = inhibition above about 30%; note: 0% = vehicle wells with enzyme and 100% = no enzyme wells
# PrPC surface inh – cell surface PrPC inhibition, primary TR-FRET screen; inhibition, % at 13.8 µM; TR-FRET read-out; P04156; 0.43% of 370,000 active; in the data active = inhibition above about 24%; note: 0% = median of the test wells and 100% = reference compound wells
# An asterisk follows results filed as active; i = inactive; · = not tested or not shown; & = joins results of further samples. The list is partial; count on the stated rates, not on these rows.
no.	structure	BH1578 lux ind	Rv3671c inh	TcdB GH inh	3CLpro inhibitor	PriA SSB inh	VHR inh abs	MazF activator	Yp Topo-I inh	CCHFV vOTU inh	PrPC surface inh
1	CC(=O)Nc1ccc(N=C(C2=C(O)c3ccccc3C2=O)c2ccccc2)cc1	-0.2	-13	1.7	2	68	22	-18	1	18	-12
2	Cc1cc(C(=O)N(C)Cc2ccc(Br)cc2)no1	-0.7	-1	4.3	1	-7	36	2	3	20	6
3	Cc1ccc(NC(=O)CN2CCC(NC(=O)C3CCCCC3)CC2)c(Br)c1	-0.2	0	0.2	-1	-16	30	-1	4	1	-9
4	CNC(=O)/C(C#N)=C/c1ccc(OCCOc2ccccc2)cc1	-0.2	·	-0.4	5	-3	-4	6	-4	8	2
5	NC(=O)CSc1ncc(-c2ccc([N+](=O)[O-])cc2)[nH]1	i	-8	0.6	-3	-5	11	9	2	2	-35
6	Cc1ccc(-c2nn(-c3ccccc3)cc2C(=O)NCCCN2CCCC2=O)cc1	-4.0	-2	2.4	·	-1	·	6	24	7	4
7	COc1ccc(/C=C/c2nnc(NC(=O)COc3ccccc3)s2)cc1	i	-15	1.0	2	-12	0	-4	1	1	5
8	COc1ccc(CCn2c(=N)c(C(=O)NCc3ccco3)cc3c(=O)n4ccccc4nc32)cc1	-0.2	-5	·	-6	11	4	6	7	-10	-57
9	COc1ccc(N(CN2C(=O)c3ccccc3C2=O)C(=O)COc2ccc(Cl)cc2Cl)cc1	i	-29	0.1	-1	-3	8	-1	25	5	1
10	Cc1ccc(/C=N/NC(=O)Cn2cnc3ccccc32)cc1	i	0	-0.8	4	·	11	4	11	-12	-1
11	CSCCC(NS(=O)(=O)c1ccccc1F)C(=O)Nc1ccncc1 (stereo not given)	i	-4	-0.3	·	-9	·	1	-12	4	-4
12	C=CC[C@H](CC(=O)NCCO)C(=O)N[C@H](COC(=O)[C@@H](CC=C)CC(=O)OC(C)(C)C)Cc1c[nH]c2ccccc12	-1.5	2	-1.2	·	-8	·	9	19	14	2

# 8 entries already listed, sorted by heavy-atom count, high to low:
no.	structure	BH1578 lux ind	Rv3671c inh	TcdB GH inh	3CLpro inhibitor	PriA SSB inh	VHR inh abs	MazF activator	Yp Topo-I inh	CCHFV vOTU inh	PrPC surface inh
12	C=CC[C@H](CC(=O)NCCO)C(=O)N[C@H](COC(=O)[C@@H](CC=C)CC(=O)OC(C)(C)C)Cc1c[nH]c2ccccc12	-1.5	2	-1.2	·	-8	·	9	19	14	2
9	COc1ccc(N(CN2C(=O)c3ccccc3C2=O)C(=O)COc2ccc(Cl)cc2Cl)cc1	i	-29	0.1	-1	-3	8	-1	25	5	1
6	Cc1ccc(-c2nn(-c3ccccc3)cc2C(=O)NCCCN2CCCC2=O)cc1	-4.0	-2	2.4	·	-1	·	6	24	7	4
1	CC(=O)Nc1ccc(N=C(C2=C(O)c3ccccc3C2=O)c2ccccc2)cc1	-0.2	-13	1.7	2	68	22	-18	1	18	-12
3	Cc1ccc(NC(=O)CN2CCC(NC(=O)C3CCCCC3)CC2)c(Br)c1	-0.2	0	0.2	-1	-16	30	-1	4	1	-9
7	COc1ccc(/C=C/c2nnc(NC(=O)COc3ccccc3)s2)cc1	i	-15	1.0	2	-12	0	-4	1	1	5
11	CSCCC(NS(=O)(=O)c1ccccc1F)C(=O)Nc1ccncc1 (stereo not given)	i	-4	-0.3	·	-9	·	1	-12	4	-4
10	Cc1ccc(/C=N/NC(=O)Cn2cnc3ccccc32)cc1	i	0	-0.8	4	·	11	4	11	-12	-1

# Additional results follow:
no.	structure	BH1578 lux ind	Rv3671c inh	TcdB GH inh	3CLpro inhibitor	PriA SSB inh	VHR inh abs	MazF activator	Yp Topo-I inh	CCHFV vOTU inh	PrPC surface inh
13	Cc1cccc(C(=O)N2CCc3ccccc3C2)c1[N+](=O)[O-]	i	4	0.8	-2	7	26	-5	2	-11	-4
14	Cc1ccc(CCN2CC(C(=O)NCCCN(C)Cc3ccccc3)CC2=O)cc1 (stereo not given)	i	0	·	-7	-7	-7	12	8	-5	-1
15	CC1(C)CC(=O)C2=C(C1)NC(=O)CC2c1ccccc1F (stereo not given)	i	-3	·	3	-23	26	1	-1	1	4
16	CCCCC(=NCCO)C1=C(O)C(C(=O)OC)C(C)(C)CC1=O (stereo not given)	-0.4	2	·	2	8	18	8	-2	-3	-6
17	Cc1ccc(C)c(NC(=O)C2C3C=CC(O3)C2C(=O)O)c1 (stereo not given)	i	·	1.3	1	1	-18	1	9	-1	-6
18	Cc1nn(Cc2c(Cl)cccc2Cl)c(C)c1NC(=O)CCCn1nc(C)c([N+](=O)[O-])c1C	-0.6	5	·	-1	-1	-4	4	-4	7	-11
19	Cc1nnc2ccc(N3CCN(c4cccc(C(F)(F)F)c4)CC3)nn12	-0.2	6	0.1	-3	-27	2	-5	24	0	4
20	CN1C(=O)C(CC(=O)Nc2ccccc2)S/C1=N/c1nccs1 (stereo not given)	-0.3	1	1.5	0	·	-3	6	-2	3	-5
21	N#CCC(=O)Nc1ccc(C(=O)OCC(=O)c2c[nH]c3ccccc23)cc1	-1.0	-55	0.1	·	-5	·	2	-17	6	5
22	CN(C(=O)COc1ccc(C(C)(C)C)cc1)C1CCS(=O)(=O)C1 (stereo not given)	i	8	0.1	3	-1	-9	8	-2	-18	-1
23	COc1ccc(C[C@@H]2CN3C(=NC[C@@H]3Cc3ccc(O)cc3)N2C[C@H](C)NC(=O)CCC2CCCCC2)cc1	i	5	·	·	15	22	14	1	·	·
24	CC/C(=C(\c1ccc(O)cc1)c1ccc(OCCN(C)C)cc1)c1ccccc1	2.8	9	2.5	5	14	26	18	-5	11	-10

# Next part:
item	SMILES	BH1578 lux ind	Rv3671c inh	TcdB GH inh	3CLpro inhibitor	PriA SSB inh	VHR inh abs	MazF activator	Yp Topo-I inh	CCHFV vOTU inh	PrPC surface inh
25	CC(C)C(=O)Nc1ncc(Cc2ccc(Cl)cc2)s1	i	11	1.6	6	-8	13	-2	-2	-4	7
26	CNC(=O)c1ccc(NC(=O)c2cccc(C(F)(F)F)c2)cc1	-0.3	-4	-0.9	0	5	11	2	7	4	11
27	Cc1cc(C)cc(N(CC(=O)NCC2CCCO2)S(=O)(=O)c2c(C)noc2C)c1 (stereo not given)	-0.2	-7	1.0	3	-11	29	2	-5	-5	-2
28	Cc1cc(C(=O)NCCN2CCOCC2)c2ccccc2n1	5.0	-6	0.4	·	-3	·	4	-7	7	-4
29	O=C1OC(c2cccc([N+](=O)[O-])c2)C2(CCCC2)C(=O)C12CCCCC2 (stereo not given)	-0.2	8	·	-4	36	-4	0	8	0	-4
30	Cn1c(CN2CCCC2)nc2cc(NC(=O)COc3ccccc3)ccc21	i	0	·	3	-3	27	0	6	5	-3
31	CCCCc1ccc(NC(=S)NCC2CCCO2)cc1 (stereo not given)	6.7	-3	-0.7	3	10	8	-3	-7	0	6
32	CC(=O)NC1CCC(=O)C=C1c1ccccc1 (stereo not given)	i	·	1.4	·	-11	·	4	5	-6	-3
33	O=C(O)c1ccccc1-c1ccccc1C(=O)NCCc1ccccc1	-1.4	-4	-1.5	-4	-16	8	3	6	-3	4
34	Cn1c(SCC(=O)c2ccccc2)nnc1-c1cnccn1	-0.2	-2	·	2	-1	0	2	4	-1	-11
35	Cc1cc(SCC(=O)OCC(=O)N(C)c2ccccc2)nc2ccccc12	i	-2	-2.0	·	-15	·	0	40	3	11
36	CC(=O)Nc1sc2c(c1C(c1ccc(Cl)cc1)N1CCOCC1)CCCC2 (stereo not given)	6.2	2	·	0	0	16	-6	16	0	3
37	CC1CC(C)CN(S(=O)(=O)c2ccc3c(c2)NC(=O)C(C)C(=O)N3)C1 (stereo not given)	i	3	0.3	6	-5	9	8	7	1	-6
38	CC(=O)Oc1ccc2cc(-c3cccnc3)c(=O)oc2c1	4.5	·	0.8	·	-17	·	20	-9	-328	-9
39	CC1(c2cccc(Br)c2)NC(=O)N(CC(=O)Nc2ccc3c(c2)OCO3)C1=O (stereo not given)	i	3	-0.3	·	20	·	2	-7	5	0
40	COCCN1Cc2cccc(C(=O)NC(C)CCc3ccco3)c2C1=O (stereo not given)	0.4	-2	0.2	0	-9	16	-1	-1	-1	0
41	O=C(O)C1CCN(C(=O)CSc2nc3cc(Cl)ccc3c(=O)n2Cc2ccccc2)CC1	-0.2	-2	2.5	2	-5	25	7	12	4	2
42	CCn1nc(C)cc1C(=O)N1CCCC(C(=O)c2ccc(OC)cc2C)C1 (stereo not given)	-2.0	2	1.2	-1	-3	2	1	10	6	-5
43	O=C(CSc1cn(CCNC(=O)c2ccccc2)c2ccccc12)NCC1CCCO1 (stereo not given)	i	-7	1.0	3	-16	44	0	-7	-7	4
44	C=CCn1c(Cc2ccc(OC)cc2)nnc1SCC(=O)NCCc1ccccc1	-0.4	-8	·	-2	1	10	-4	3	18	4
45	CC1(C)CC(=O)CC(C)(C)N1OC(=O)c1ccco1	2.6	4	·	4	-6	7	5	0	8	-2
46	CN1CCN(S(=O)(=O)c2cc([N+](=O)[O-])ccc2N/N=C/c2ccc(Cl)cc2)CC1	-0.6	5	·	-4	·	-5	8	1	14	7
47	CN(Cc1ccc2nonc2c1)Cc1nc(Cc2cccc(F)c2)no1	·	-5	1.3	5	-42	35	2	8	15	-6
48	CN(C)S(=O)(=O)c1ccc(Cl)c(NC(=O)CN2CCCCCC2)c1	-0.9	-3	0.4	3	-7	-3	0	16	2	2
49	CCc1ccc([C@H]2C(C(=O)O)=C[C@@H](CC)N2S(=O)(=O)c2ccc(C)cc2)cc1	i	-3	5.1	·	-14	·	-21	0	9	-1
50	COc1ccccc1C(=O)Nc1ccc2c(c1)nc(CN1CCN(C(C)=O)CC1)n2C	-0.3	5	·	-6	0	-11	0	9	-2	-6
51	CCN1C(=O)/C(=c2\o/c(=C3\C=Cc4ccccc4N3CC)c(=O)n2CC)SC1=S	-0.6	·	·	-6	·	22	3	-13	2	4
52	COc1ccc(N(CC(=O)NC(C)(C)C)C(=O)CCC(=O)Nc2nccs2)cc1	-0.8	3	0.0	-2	1	8	3	4	-12	-3
53	CC1(C)CC(=O)C=C(c2n[nH]nc2-c2ccc(F)c(F)c2)C1	i	·	2.5	·	·	·	8	3	-3	-5
54	OC[C@@H]1CN(Cc2ccc3c(c2)OCO3)C[C@H](n2cnc3c(N4CCOCC4)ncnc32)O1	-1.2	·	0.8	·	·	·	·	-2	9	-4
55	Nc1nnnn1/N=C/c1ccccc1OCc1ccccc1	-0.5	1	·	0	·	17	0	21	11	-11
56	N#CCCN(CCC#N)C(=S)NC1CC2C=CC1C2 (stereo not given)	-0.2	5	1.5	-3	0	22	-4	-5	-8	-14
57	C[C@H](CO)N1C[C@H](C)[C@@H](CN(C)C(=O)Nc2ccccc2)Oc2ccc(NS(=O)(=O)c3cn(C)cn3)cc2C1=O	-1.2	6	0.1&1.0	·	-18	·	2	6	-7	-3
58	N#CCCN1CCN(C(=S)c2ccc(-c3ccc(Cl)cc3)o2)CC1	i	7	0.8	3	9	8	-4	4	·	·
59	Cc1ccsc1C(=O)Nc1nnc(-c2ccco2)o1	-0.4	0	·	3	50*	17	5	-7	3	-9
60	O=C(NC1CCCCC1)C(c1ccccc1)N(Cc1cccnc1)C(=O)c1csnn1 (stereo not given)	-0.2	-9	1.2	-4	1	5	8	2	6	-1

# Source: PubChem BioAssay
